# Bioassay records deposited in PubChem BioAssay by several laboratories.
# STAT3 inh: STAT3 signaling inhibition; U3A cells, IL-6 STAT3-luciferase reporter, luminescence; host cell line lacks STAT1; inhibition, % at 5.5 µM; 190,000 tested, 0.89% active;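 active = inhibition above the mean inhibition across all screened compounds plus 3 SD, cut at about 44% in these data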;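 also: 0% = DMSO only wells and 100% = 100 µM nifuroxazide control wells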
# STAT1 inh: inhibitors of IFN-gamma induced STAT1 signaling | NIH 3T3 STAT1-luciferase reporter, luminescence | inhibition, % at 5.5 µM | 200,000 tested, 0.35% active | AID 920;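 active = inhibition above a set limit, the mean inhibition across all tested compounds plus 3 SD, cut at about 34% in these data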;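 also: 0% = IFN-gamma with DMSO and 100% = IFN-gamma with 300 µM nifuroxazide; values of inactives mirror those of a sister screen read the other way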
# SRC2 TRFRET art: counter-screen for PPARgamma SRC-2 recruitment agonists: TR-FRET artefact; stronger effect = higher value; TR-FRET ratio at 8 µM; 200,000 tested, 0.4% active; AID 1049; in the data active = TR-FRET ratio above about 2000; also: inactives centre near 1500
# PPARg SRC-2 ag: promotes SRC-2 coactivator recruitment by human PPARgamma; activation, % at 8 µM; PPARgamma LBD-SRC-2 recruitment, biochemical; 200,000 tested, 0.34% active; P37231; in the data active = activation above about 22%;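 also: 0% = vehicle and 100% = reference agonist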
# RAM network inh: inhibitors of the yeast RAM network; S. cerevisiae dse1pr::URA3 reporter, 5-FOA growth OD615, 2 d; analog-sensitive cbk1-as2 kinase mutant strain; inhibition, % at 50 µM; 190,000 tested, 1.8% active; AID 868;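 active = inhibition above a set limit, 3 SD over mean compound inhibition, cut at about 8.4% in these data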;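 also: 0% = DMSO-only wells with no growth and 100% = 10 µM 1-NA-PP1 full growth; inhibition rescues growth on 5-FOA so higher OD means more RAM inhibition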
# PPARg SRC3 recr: agonists of human PPARgamma SRC-3 coactivator recruitment; P37231; biochemical PPARgamma/SRC-3 coactivator recruitment assay; activation, % at 8 µM; 200,000 tested, 0.26% active; AID 731; in the data active = activation above about 23%;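 also: 0% = DMSO and 100% = reference agonist; some compounds past the cut are filed as inactive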
# S1P3 antag: S1P3 (human) receptor antagonism; Q99500; CHO S1P3 NFAT-BLA reporter, FRET fluorescence, antagonist mode; inhibition, % at 4.98 µM; 170,000 tested, 0.27% active; AID 485;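 active = inhibition above the plate cutoff, the mean inhibition of test wells on that plate plus 3 SD, cut at about 28% in these data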;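 also: cells challenged with S1P at its EC80 of 0.8 µM; blue over green emission ratio from cleaved BLA substrate after 4 h stimulation; 0% = S1P-stimulated wells and 100% = unstimulated DMSO-only wells; some compounds past the cut are filed as inactive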
# STAT3 activator: increases IL-6 driven STAT3 reporter signal; U3A cells, IL-6 STAT3-luciferase reporter, luminescence; 100% = signal with IL-6 EC80 alone; activation (% of control), % at 5.6 µM; 190,000 tested, 0.91% active;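 active = activation above the screen-wide mean of compound activation plus 3 SD, cut at about 130% in these data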;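 also: 0% = background luminescence of wells with medium and substrate only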
#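 Test system: Human STAT1-deficient U3A cells with stable STAT3-luciferase reporter | Also added: Interleukin-6, 33 ng/mL | Timing: Compound pre-incubation 1 h before IL-6, then 6 h stimulation at 37 °C | Technique: Luciferase reporter luminescence | Read-out: Percent of IL-6-only median luminescence | Benchmarks: IL-6-only wells as 100% reference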
# ROMK primary: modulators of human ROMK potassium channel; 130,000 tested, 2% active; AID 1918; Tet-inducible ROMK, thallium flux fluorescence; actives lie on both sides; B-score at 10 µM;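 active = signal ratio slope over the read window, or its plate-corrected B-score, at least 3 SD from the plate mean, either direction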;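 also: B-score of the F/F0 ratio slope over 7 to 12 s after thallium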
# PPARg SRC-1 ag: agonists of human PPARgamma SRC-1 coactivator recruitment | activation, % at 8 µM | AID 631 | PPARgamma-SRC-1 coactivator recruitment biochemical assay | 200,000 tested, 0.41% active | P37231; in the data active = activation above about 19%;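 also: 0% = DMSO and 100% = reference agonist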
# TLR4 MyD88 comp: inhibitors of human TLR4-MyD88 binding | inhibition, % at 8.4 µM | O00206+Q99836 | AID 861 | 200,000 tested, 0.18% active | HeLa CL3-4 TLR4/MyD88 BLA complementation, FRET ratio; in the data active = inhibition above about 25%;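 also: 0% = vehicle and 100% = reference inhibitor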
# Target sequence (O00206 whole entry, looked up): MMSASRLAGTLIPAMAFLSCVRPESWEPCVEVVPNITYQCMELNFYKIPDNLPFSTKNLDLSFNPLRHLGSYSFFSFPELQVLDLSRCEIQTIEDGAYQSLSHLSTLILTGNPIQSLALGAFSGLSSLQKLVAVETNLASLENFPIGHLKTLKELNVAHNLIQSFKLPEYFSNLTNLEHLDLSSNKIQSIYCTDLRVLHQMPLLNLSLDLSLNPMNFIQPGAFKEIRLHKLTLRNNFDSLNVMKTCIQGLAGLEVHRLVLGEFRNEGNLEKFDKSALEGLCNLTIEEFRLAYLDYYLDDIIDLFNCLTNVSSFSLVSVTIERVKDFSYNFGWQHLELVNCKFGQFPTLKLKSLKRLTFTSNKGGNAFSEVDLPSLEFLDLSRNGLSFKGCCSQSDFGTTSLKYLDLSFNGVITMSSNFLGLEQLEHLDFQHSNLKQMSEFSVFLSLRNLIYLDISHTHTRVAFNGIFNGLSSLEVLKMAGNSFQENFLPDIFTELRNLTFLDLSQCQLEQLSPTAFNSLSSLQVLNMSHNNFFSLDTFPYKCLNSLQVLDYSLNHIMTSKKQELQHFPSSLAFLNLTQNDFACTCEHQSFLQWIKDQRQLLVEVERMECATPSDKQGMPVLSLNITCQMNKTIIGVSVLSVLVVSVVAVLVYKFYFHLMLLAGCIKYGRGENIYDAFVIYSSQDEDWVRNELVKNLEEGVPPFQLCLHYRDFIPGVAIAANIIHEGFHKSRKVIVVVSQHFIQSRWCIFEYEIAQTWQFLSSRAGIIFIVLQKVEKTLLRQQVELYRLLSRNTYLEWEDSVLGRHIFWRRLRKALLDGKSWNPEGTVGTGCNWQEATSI
# Target sequence (Q99836 whole entry, looked up): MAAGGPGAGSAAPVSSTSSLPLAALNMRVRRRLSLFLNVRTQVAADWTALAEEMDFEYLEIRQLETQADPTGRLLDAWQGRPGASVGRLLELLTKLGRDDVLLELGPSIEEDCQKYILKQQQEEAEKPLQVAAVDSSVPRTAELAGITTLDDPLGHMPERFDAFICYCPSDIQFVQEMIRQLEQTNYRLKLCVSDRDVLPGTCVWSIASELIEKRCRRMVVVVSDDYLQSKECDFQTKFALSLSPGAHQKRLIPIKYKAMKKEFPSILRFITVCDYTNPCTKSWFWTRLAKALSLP
# Active calls of the source: *; . = not tested or not shown.
molecule	STAT1 inh	PPARg SRC-1 ag	PPARg SRC3 recr	S1P3 antag	TLR4 MyD88 comp	STAT3 inh	STAT3 activator	RAM network inh	ROMK primary	PPARg SRC-2 ag	SRC2 TRFRET art
O=C(CN1CCN(c2ccccc2Cl)CC1)NC1CCCc2ccccc21 (configuration not stated)	11	6	4	0	7	-1	104	3.5	.	5	1698
CCN(CC)c1ccc(C(=O)OCC(=O)N(C(C)C)C(C)C)cc1	-2	-1	1	0	-4	2	100	-0.6	-0.19	6	1538
CCC(=O)N1N=C(c2c(-c3ccccc3)c3cc(Cl)ccc3[nH]c2=O)CC1c1ccco1 (configuration not stated)	7	5	3	-1	-12	2	103	2.4	.	-1	1476
Cc1ccc2c(CSc3nnc(C4CC4)n3N)cc(=O)oc2c1C	-2	1	0	3	12	8	98	2.0	.	2	1566
O=C(O)CCN1C(=O)CC(N2C(=O)/C(=C/c3ccc(Cl)cc3)SC2=S)C1=O (configuration not stated)	-6	5	3	7	-18	0	98	3.0	-2*	3	1367
Nc1nc(-c2ccccn2)nc(N)c1Cc1c(F)cccc1Cl	-11	0	1	-7	-1	0	102	2.5	.	-9	1686
COc1ccc(/C(N)=N/OC(=O)/C=C/c2ccccc2)cc1	-22	11	4	-4	-2	17	88	0.2	-1.7	4	1703
COc1cc(NC(=O)c2ccccc2-c2ccccc2)cc(OC)c1OC	25	3	-2	5	1	29	80	2.3	-0.49	0	1543
Cc1ccccc1C(=O)NC(=S)Nc1ccc(S(=O)(=O)N(C)c2ccccc2)cc1	0	-2	-8	.	-5	13	95	4.3	.	0	1371
CCOC(=O)C1=C(CN2CCc3ccccc32)NC(=O)NC1c1cc(C)ccc1C (configuration not stated)	10	7	-1	.	-6	-16	117	.	0.43	-4	1317
COC(=O)C(C)Sc1nc2c(c(=O)[nH]c(=O)n2C)n1CCCc1ccccc1 (configuration not stated)	-2	11	2	-31	-4	-9	110	1.4	.	0	1535
CC(C)(C)C(=O)NNC(=O)CCCOc1ccc(Cl)cc1Cl	-4	2	2	.	-8	4	102	-0.2	-0.25	-2	1433
COc1cc(-c2nnc(CSc3nnc4nc(C)cc(C)n34)o2)cc(OC)c1OC	-2	8	-2	-18	-1	6	99	0.8	.	0	1702
Cc1ccccc1Cn1cnc2c(NS(C)(=O)=O)c(C)c(C)cc21	6	7	-9	.	-1	15	90	-0.2	.	2	1522
COc1ccc(C(=O)N2CCN(c3nnnn3-c3ccccc3)CC2)cc1OC	1	-1	-4	3	0	-4	103	0.5	.	0	1574
C=CCOc1ccc(Cl)cc1CNCCCN1CCOCC1	-8	10	3	.	-2	14	97	1.5	.	5	1621
CCOC(=O)c1cc(-c2ccccc2)n(CCC(=O)O)c1C	1	8	-3	.	2	3	100	1.1	0.086	-2	1566
COc1ccc(Nc2cc(C)nc(N3CCOCC3)n2)cc1	-5	5	12	-26	-5	8	101	0.9	-0.1	0	1571
O=c1cc(CO)oc(CN2CCN(Cc3ccccc3)CC2)c1O	3	-4	-13	.	-5	4	102	2.1	0.33	5	1480
Cc1ccc(S(=O)(=O)c2c(C)nn(C(C)(C)C)c2OC(=O)C(C)C)cc1	-8	1	1	7	-5	-3	104	1.4	0.36	2	1554
COc1cc(S(=O)(=O)NCc2ccccn2)c(OC)cc1Cl	1	3	-2	.	-7	5	97	0.5	.	9	1643
O=C(NCc1ccco1)c1ccccc1NC(=O)C1CC(=O)N(c2ccc(Cl)cc2)C1 (configuration not stated)	0	6	6	-11	-1	11	93	-0.1	.	7	1457
Cc1nc(NCc2ccco2)c2c(C)c(C)sc2n1	-72	4	-1	.	-5	-47	139*	1.2	-2.3	5	1485
COc1ccc(/C=N/NC(=O)c2cccc(NC(C)=O)c2)c(C(=O)O)c1OC	-20	12	5	-14	-8	3	100	1.0	0.81	2	1716
CCOCCCNc1nc2c(C)cccn2c(=O)c1/C=C1\SC(=S)N(CC(C)C)C1=O	-2	-6	4	.	10	20	92	7.5	.	10	1710

# 3 of the entries above in order of the PPARg SRC3 recr value, high to low.
smiles	STAT1 inh	PPARg SRC-1 ag	PPARg SRC3 recr	S1P3 antag	TLR4 MyD88 comp	STAT3 activator	RAM network inh	ROMK primary	PPARg SRC-2 ag
CCOC(=O)C1=C(CN2CCc3ccccc32)NC(=O)NC1c1cc(C)ccc1C (configuration not stated)	10	7	-1	.	-6	117	.	0.43	-4
Cc1ccccc1C(=O)NC(=S)Nc1ccc(S(=O)(=O)N(C)c2ccccc2)cc1	0	-2	-8	.	-5	95	4.3	.	0
O=c1cc(CO)oc(CN2CCN(Cc3ccccc3)CC2)c1O	3	-4	-13	.	-5	102	2.1	0.33	5

# Continuation:
molecule	STAT1 inh	PPARg SRC-1 ag	PPARg SRC3 recr	S1P3 antag	TLR4 MyD88 comp	STAT3 inh	STAT3 activator	RAM network inh	ROMK primary	PPARg SRC-2 ag	SRC2 TRFRET art
Cc1onc(C(=O)NN)c1C(=O)Nc1ncc(C(F)(F)F)cc1Cl	3	-1	4	-13	12	7	98	0.5	-0.18	1	1601
CC(=O)N1CCN(c2ccc(NCc3ccc(C)s3)cc2)CC1	-4	8	16	3	-9	14	95	1.8	.	6	1765
O=C(OCCO)c1cc(Cl)c(C(=O)OCCO)cc1Cl	0	1	-9	10	10	4	102	0.5	.	-6	1569
CC(C)N(Cc1ccccc1)C(=S)NC(=O)C1(C)CC1(Cl)Cl (configuration not stated)	5	-10	-4	-3	-3	-2	103	-1.1	5.1*	-1	1393
COc1ccc(CNC(=O)C(OC(C)=O)c2ccccn2)cc1 (configuration not stated)	-6	-5	-15	14	7	1	103	2.0	0.53	0	1389
COc1ccc(-n2nnc3c(=O)n(C/C=C/c4ccccc4)cnc32)cc1	9	3	-6	0	9	5	98	1.7	0.99	-5	1445
CN1CCN(S(=O)(=O)c2ccc(NC(=O)C3CCCO3)cc2)CC1 (configuration not stated)	-2	-8	-3	1	12	-9	111	1.3	.	0	1383
COc1ccc(NC(=O)c2ccc3c(c2)OCO3)cc1[N+](=O)[O-]	-41	-7	-7	5	-1	6	97	0.3	0.21	-6	1497
O=C(CCc1nc(-c2ccccc2Cl)no1)NCC1CCCO1 (configuration not stated)	0	-3	0	-14	15	8	103	1.1	0.12	-4	1482
Cc1nnc(C)c2c(C)n(Cc3ccc4c(c3)OCO4)c(C)c12	12	-6	-14	-45	18	11	94	3.4	.	1	1507
CC(C)=CC(=O)N1CCCc2ccccc21	-3	2	7	18	-5	-5	106	0.5	.	7	1483
O=C(CCN1CCCCC1)Nc1ccc(Br)cc1	-3	1	-3	3	-4	5	100	2.3	.	1	1576
Cc1ccc(C)c(NC(=O)C(OC(=O)c2ccc(C)s2)c2ccccc2)c1 (configuration not stated)	2	5	5	-6	0	-2	107	2.9	.	3	1530
Cc1nn(-c2ccccc2)cc1/C=N/O	-2	4	12	-7	9	4	103	0.3	.	3	1483
O=C(Nc1ccccc1N1CCCC1)c1cccc(-c2cc3ccccc3oc2=O)c1	-11	-1	0	8	-16	-7	106	1.0	-0.11	4	1774
Cc1ccc(-n2c(C)cc(C(=O)OCC(=O)N(C)C3CCS(=O)(=O)C3)c2C)cc1 (configuration not stated)	-4	-5	1	.	5	4	100	1.2	-0.023	-3	1696
CCOC(=O)C1CCN(c2ccc([N+](=O)[O-])c(C(C)=O)c2)CC1	10	0	-3	0	1	9	96	2.2	-3*	1	1371
Cc1onc(-c2ccccc2)c1C(N)=O	3	2	3	-18	5	4	101	0.7	.	4	1607
O=C(CCC(=O)N1CCN(S(=O)(=O)c2ccc(Cl)cc2)CC1)NC1CCCc2ccccc21 (configuration not stated)	12	3	7	.	-2	3	101	0.7	.	2	1697
Cc1ccc(OCCNC(=O)C(=O)NCc2ccco2)cc1	7	7	2	-18	3	14	92	3.5	3*	7	1604
Cc1ccc(S(=O)(=O)N2CCOCC(=O)NCCOCCNC(=O)COCC2)cc1	-5	0	0	-27	8	9	98	1.4	.	-2	1584
O=C(COc1ccc(S(=O)(=O)N2CCc3ccccc32)cc1Cl)NCc1ccccn1	8	7	17	-7	-2	-28	129	0.2	-0.45	5	1605
O=C(NCCN1C(=O)C2C3C=CC(C3)C2C1=O)Nc1ccccc1O (configuration not stated)	-7	4	6	-43	-11	10	99	0.3	.	17	1638
CCOc1c(C)cc2[nH]c(CCC(=O)O)nc2c1C	-3	2	5	.	-6	2	102	-0.5	0.018	6	1625
C=CCn1nnc2sc3c(c2c1=O)CCC(C)C3 (configuration not stated)	-12	11	7	.	1	-1	101	0.5	-0.68	1	1496
CCN(C(=O)CN1CCN(c2ccccc2F)CC1)c1c(N)n(Cc2ccccc2)c(=O)[nH]c1=O	-1	6	0	-7	-19	-20	129	2.4	0.0055	-4	1636
O=C(Oc1ccc(Cl)c2cccnc12)N1CCCCC1	4	2	-3	4	-6	13	94	-1.4	.	3	1472
Clc1ccc(-c2nnnn2-c2ccc(Cl)c(Cl)c2)cc1Cl	-1	2	11	.	-10	0	104	0.1	-0.62	14	1564
O=C(/C=C/c1cccs1)NCc1cccnc1	-1	-1	1	0	5	-5	107	0.4	.	-2	1501
CC(C)C(c1nnnn1Cc1ccc(F)cc1)N1CCN(Cc2ccc3c(c2)OCO3)CC1 (configuration not stated)	-5	7	-15	-14	-6	3	101	0.5	-2.3*	0	1737
Cc1nc2ccccc2c(=O)n1NC(=O)c1ccc([N+](=O)[O-])cc1	12	4	4	-10	-10	10	95	0.6	0.85	-3	1503
Cc1ccc(NC(=O)/C(Cl)=C/c2ccccc2)cc1C	-86	5	1	9	1	23	79	4.2	0.47	-6	1532
CC(=O)c1ccc(N2CCN(C(=S)Nc3cc(C)ccc3C)CC2)cc1	-7	-5	-6	-8	-15	1	101	2.7	0.64	-7	1450
CC1CC(C)CN(S(=O)(=O)c2ccc(Oc3ccc([N+](=O)[O-])cc3)cc2)C1 (configuration not stated)	-3	6	3	5	3	-4	102	5.3	.	9	1596
COCCN(C(=O)CCc1ccc(OC)cc1)c1nnc(-c2ccncc2)s1	1	-7	-2	-12	-16	2	101	-1.2	.	-4	1443
CCc1ccc(NC(=S)Nc2ccc3cn[nH]c3c2)cc1	-6	6	1	-10	15	-13	109	0.5	0.77	5	1642
O=C(Nc1ccccc1)c1cc(S(=O)(=O)N2CCOCC2)cs1	1	2	-9	.	9	7	97	0.8	-0.23	3	1494
COc1ccc(C(c2nnnn2C2CCCC2)N2CCC(C)CC2)cc1 (configuration not stated)	-8	8	-3	3	4	9	101	0.6	.	3	1557
CC(=O)c1cnc2c(-c3cccc(Br)c3)cnn2c1C	-15	0	-1	-4	-8	0	98	0.5	0.042	-5	1541
Cc1nc(N)ncc1C(=O)Nc1ccccc1	-6	7	-1	-14	-2	12	97	-0.4	-0.28	0	1684
O=C(CNC(=S)N(CCCN1CCOCC1)Cc1cccs1)NC1CCCCCCC1	8	6	6	-1	1	-2	102	1.8	-1.6	2	1551
